# Furin inh – human furin inhibitors, primary screen, biochemical, fluorescence intensity; P09958; hit rate 0.061% among 220,000; inhibition, % at 30 µM; AID 463115, 2010; purified furin, fluorogenic substrate cleavage; in the data active = inhibition above about 25%; also: inactives centre near -15
# KLK5 inh – human KLK5 protease inhibitors, primary screen, biochemical, 1536-well; inhibition, % at 5 µM; Kallikrein-5 (Homo sapiens), Q9Y337; recombinant hK5, fluorogenic AMC substrate cleavage; AID 873, 2007; hit rate 0.59% among 210,000;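 active = inhibition of 40% or more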;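 also: 0% = enzyme controls without compound and 100% = no-enzyme blanks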
# FXIa inh – human FXIa protease inhibitors, primary screen, biochemical, 1536-well. Coagulation factor XI (Homo sapiens), P03951. purified FXIa, Boc-Glu-Ala-Arg-AMC fluorogenic substrate. inhibition, % at 5 µM. hit rate 0.14% among 220,000. AID 798, 2007;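 active = inhibition of at least 40%; inactive = inhibition below 40%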;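 also: fluorescence of freed AMC excited at 355 nm; 0% = enzyme without compound and 100% = no enzyme blank; many of its hits are not listed in these tables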
# Thrombin inh – human alpha-thrombin inhibitors, primary screen, counter-screen for coagulation protease inhibitor project, biochemical, 1536-well, fluorogenic AMC substrate. Boc-VPR-AMC fluorogenic substrate cleavage. Prothrombin (Homo sapiens), P00734. inhibition, % at 5 µM. hit rate 0.26% among 220,000;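 active = inhibition at or above 40%; inactive = inhibition below 40%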;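 also: 0% = enzyme with no compound and 100% = wells without enzyme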
#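 Material: human alpha-thrombin enzyme / Medium: pH 7.5 Tris (50 mM) with NaCl 150 mM, Tween 20 0.05% / Compound: single-point dosing at 5 µM, 0.2% DMSO / Incubation: enzyme reaction carried out at room temperature / Detection: AMC fluorescence, 355/460 nm / Read-out basis: percent inhibition scaled between no-compound controls and no-enzyme blanks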
# FXIIa inh 1536 – human FXIIa protease inhibitors, primary screen, biochemical, 1536-well; purified FXIIa, Boc-QGR-AMC fluorogenic substrate, 2 h; hit rate 0.3% among 220,000; Coagulation factor XII (Homo sapiens), P00748; inhibition, % at 5 µM; in the data active = inhibition above about 40%;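 also: 0% = enzyme with no compound and 100% = blank without enzyme; many of its hits are not listed in these tables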
# Target sequence (P00748 20-372 limits assumed): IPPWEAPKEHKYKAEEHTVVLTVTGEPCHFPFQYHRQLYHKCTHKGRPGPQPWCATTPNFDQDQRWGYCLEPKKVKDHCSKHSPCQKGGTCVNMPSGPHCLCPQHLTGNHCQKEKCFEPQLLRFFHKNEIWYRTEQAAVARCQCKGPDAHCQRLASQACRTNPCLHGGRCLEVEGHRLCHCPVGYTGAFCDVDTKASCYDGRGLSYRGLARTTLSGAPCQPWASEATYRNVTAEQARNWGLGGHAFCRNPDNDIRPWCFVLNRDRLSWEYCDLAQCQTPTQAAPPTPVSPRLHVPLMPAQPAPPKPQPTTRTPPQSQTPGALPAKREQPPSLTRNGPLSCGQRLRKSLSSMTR
# Target sequence (P00748 373-615 limits assumed): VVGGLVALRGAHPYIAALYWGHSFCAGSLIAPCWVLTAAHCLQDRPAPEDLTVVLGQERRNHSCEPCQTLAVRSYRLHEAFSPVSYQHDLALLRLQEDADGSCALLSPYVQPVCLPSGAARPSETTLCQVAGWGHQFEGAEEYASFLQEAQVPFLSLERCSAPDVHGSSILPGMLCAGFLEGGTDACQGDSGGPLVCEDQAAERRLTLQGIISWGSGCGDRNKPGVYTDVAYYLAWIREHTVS
# Calpain2 inh – inhibitors of pig calpain II, primary screen, biochemical, fluorogenic peptide substrate, 1536-well. purified calpain II, 30 min. inhibition, % at 16 µM. hit rate 0.37% among 220,000. AID 1236, 2008;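 active = inhibition above about 50%, limit read from the data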
# Rad51 HR inh – human RAD51 strand exchange inhibitors, primary screen, biochemical, fluorescence. DNA repair protein RAD51 homolog 1 (Homo sapiens), Q06609. hRad51 DNA strand exchange, fluorescence dequenching. inhibition, % at 10 µM. hit rate 0.085% among 200,000. AID 1385, 2008;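 active = inhibition above 40% at the single screening dose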;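 also: 0% = DMSO control wells and 100% = blanks with heterologous ssDNA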
# Target sequence (Q06609 whole entry, looked up): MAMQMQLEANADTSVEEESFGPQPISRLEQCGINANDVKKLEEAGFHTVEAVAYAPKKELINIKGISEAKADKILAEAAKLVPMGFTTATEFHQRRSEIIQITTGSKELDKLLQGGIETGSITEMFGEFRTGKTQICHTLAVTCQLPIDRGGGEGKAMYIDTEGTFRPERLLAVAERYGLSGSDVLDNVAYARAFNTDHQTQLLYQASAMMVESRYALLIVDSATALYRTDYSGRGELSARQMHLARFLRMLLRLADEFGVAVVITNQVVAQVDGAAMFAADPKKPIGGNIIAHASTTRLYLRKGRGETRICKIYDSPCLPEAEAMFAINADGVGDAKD
#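 Material: hRad51 filaments on single-stranded DNA; Reagent: Donor/quencher-labelled 47-bp dsDNA substrate; Compound: 10 µM final, single point; Schedule: 37 °C 15-min filament assembly, 30-min compound preincubation, 15-min exchange; Technique: FRET fluorescence, excitation 485 nm, emission 520 nm; Benchmarks: control wells and blank wells on each plate.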
# Cl transport mod – KCC2 cotransporter modulators, thallium flux, primary screen, cell-based, HEK293 KCC2, FluoZin-2 fluorescence, MLSMR. Solute carrier family 12 member 5 (Homo sapiens), Q9H2X9. KCC2 cells, thallium flux FluoZin-2 fluorescence. B-score of Tl+ flux slope (higher = more flux/activation; lower = inhibition) at 10 µM. hit rate 2.2% among 190,000;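 active = thallium flux slope and its plate-corrected score both differing from the plate sample mean at a set confidence after two filtering rounds, in either direction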;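 also: slope of fluorescence scaled to starting intensity during 10 to 20 s after thallium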
# PERK inh – block of dimerizer-induced PERK translation repression, primary screen, PERK inhibitor project, CHO PERK-DD cells, SEAP luminescence, HTS. CHO PERK-DD fusion, SEAP luminescence translation reporter. Eukaryotic translation initiation factor 2-alpha kinase 3 (Homo sapiens), Q9NZJ5. inhibition, % at 5.6 µM. hit rate 0.17% among 220,000. AID 1416, 2008;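 active = inhibition above the mean inhibition of all tested compounds plus 3 SD, set separately per screening campaign, cut at about 2.9% in these data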;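 also: PERK kinase domain activated by AP20187 dimerizer at 100 nM; 0% = DMSO with dimerizer and 100% = rapamycin at 8.4 µM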
# Active calls of the source: *; / = not tested or not shown; [ ] = remark or other dose. Only part of the results is shown. The share of hits here may be higher or lower than overall.
cpd	Molecule	FXIIa inh 1536	Cl transport mod	FXIa inh	Thrombin inh	Rad51 HR inh
1	COc1cccc2cc(C(C)N(CCCN3CCOCC3)C(=S)Nc3cc(C)cc(C)c3)oc12 (stereo unspecified)	2	-2.4	-5	4	10
2	Clc1cccc(Cl)c1COc1ccccn1	-9	-0.5	-11	-1	1
3	CCCCONc1ncnc2nonc12	2	-0.0099	-6	-4	2
4	COC(=O)c1sccc1NC(=O)CCC1CCCC1	7	/	-1	-3	4
5	Cc1cc2n(n1)C(c1sccc1C)Nc1c(C)cccc1-2 (stereo unspecified)	5	1.5	-1	0	-2
6	c1ccc(-n2nnnc2Cc2nnnn2-c2ccccc2)cc1	30	-0.46	25	2	-14
7	CCC1(CC)Cc2ccccc2C(=C(C#N)C#N)N1	16	/	-1	-11	0
8	NC(=O)Cc1c[nH]c2cccc(O)c12	21	0.093	9	2	-6
9	COc1ccc(-c2csc(-c3ccccc3)n2)c(OC)c1	11	-0.03	22	-1	-24
10	CCc1nnc(NC(=O)CCN2C(=O)c3ccccc3S2(=O)=O)s1	19	0.13	3	-3	5
11	CCc1c(C)sc(NC(=S)N2CCN(S(C)(=O)=O)CC2)c1C(=O)OC	5	-0.022	-4	4	/
12	CCOC(=O)C1(Cc2ccc(Cl)cc2)CCN(C(=O)CCc2cnccn2)CC1	3	0.0058	0	-3	/
13	COC(=O)Nc1ccc(=O)n(Cc2c(Cl)cccc2Cl)c1	15	0.82	13	-1	1
14	COc1ccc(OC)c(N(CC(=O)NCCSc2ccccc2)S(C)(=O)=O)c1	4	/	-6	-5	-6
15	Oc1ccc2ccccc2c1/C=N/n1cnnc1	8	2.2	-2	-7	4

cpd	Calpain2 inh	KLK5 inh	PERK inh	Furin inh
1	6	-8	0.3	-19
2	5	0	0.4	-20
3	15	-10	0.5	-4
4	-1	-14	-1.9	-8[20 µM]
5	-85	13	-0.1	-19
6	9	73*	-0.7	-10
7	-1	-10	-0.1	-23[20 µM]
8	-21	-4	0.3	-17
9	-6	5	-0.3	-22
10	1	-35	0.7	-20[20 µM]
11	30	0	-1.2	-6
12	14	/	1.6	-15
13	-79	-24	1.1	-25[20 µM]
14	-74	-21	0.6	-21
15	-9	12	-0.1	-3

# The last two records of the part above open the next one.
cpd	Molecule	FXIIa inh 1536	Cl transport mod	FXIa inh	Thrombin inh	Rad51 HR inh
14	COc1ccc(OC)c(N(CC(=O)NCCSc2ccccc2)S(C)(=O)=O)c1	4	/	-6	-5	-6
15	Oc1ccc2ccccc2c1/C=N/n1cnnc1	8	2.2	-2	-7	4
16	O=C(C[n+]1ccc2ccccc2c1)Nc1cc(C(F)(F)F)ccc1Cl	11	0.7	2	-1	-9
17	O=C(CCl)Nc1cc(-c2ccccc2)nn1-c1ccccc1	16	0.11	0	2	-2
18	Cn1cnnc1Sc1nc2ccccc2nc1NS(=O)(=O)c1ccccc1	14	-1	10	2	0
19	CC(C)(C)NC(=O)C(=O)N/N=C/c1ccc(Br)cc1	7	/	3	-1	/
20	CCN(CC)CC(=O)NC12CC3CC(CC(C3)C1)C2	7	1.6	2	1	-8
21	C(=N\N1CCOCC1)/c1nc(-c2ccccc2)n2ccccc12	11	-0.24	3	2	14
22	O=C(NCC1COc2ccccc2O1)c1ccco1 (stereo unspecified)	0	/	-4	16	8
23	CCOC(=O)c1c(CSC(=N)N)n(-c2ccccc2)c2cc(Br)c(OC(C)=O)cc12	3	-0.0034	-1	-3	20
24	COc1ccc(N2Cc3ccccc3/C2=N\C(=O)Nc2ccccc2)cc1	13	-0.22	-1	1	-2
25	O=C(Cn1nnc(-c2cccs2)n1)Nc1ccccc1C(F)(F)F	-2	0.42	2	0	2
26	OCCSc1nnc(Nc2ccccc2)s1	-14	/	6	2	10
27	Cc1cccc(C)c1N1CCN(C(=O)N2CCCCC2)CC1	4	/	-3	-1	-5
28	COc1cc(CN2CCN(c3ccccc3C)CC2)cc([N+](=O)[O-])c1O	10	0.068	17	-2	26
29	COc1ccc(-n2c(C)cc(C(=O)COC(=O)c3cc(OC)c(OC)cc3NC(=O)c3cccs3)c2C)cc1	11	-0.52	3	-15	4
30	CCc1ccc(S(=O)(=O)NC(CC(=O)O)c2ccccc2)cc1 (stereo unspecified)	-2	/	-7	-8	-1

cpd	Calpain2 inh	KLK5 inh	PERK inh	Furin inh
14	-74	-21	0.6	-21
15	-9	12	-0.1	-3
16	14	-4	0.0	-5
17	-19	-5	-0.4	-4[20 µM]
18	-9	7	0.5	-9
19	0	1	-0.2	-17[20 µM]
20	-14	3	1.1	-8[20 µM]
21	-12	14	1.1	-12
22	7	16	0.1	-3
23	-42	1	-1.5	-18
24	-4	0	0.9	-15
25	-29	-5	0.2	-28
26	17	-10	0.9	-20
27	12	4	-0.1	-31
28	23	-4	0.0	0
29	-111	-10	0.7	-9
30	16	8	2.0	-9

# A different layout for part of the listing above.
no. | SMILES | FXIIa inh 1536 | Cl transport mod | FXIa inh | Thrombin inh | Rad51 HR inh | Calpain2 inh | KLK5 inh | PERK inh | Furin inh
17 | O=C(CCl)Nc1cc(-c2ccccc2)nn1-c1ccccc1 | 16 | 0.11 | 0 | 2 | -2 | -19 | -5 | -0.4 | -4[20 µM]
18 | Cn1cnnc1Sc1nc2ccccc2nc1NS(=O)(=O)c1ccccc1 | 14 | -1 | 10 | 2 | 0 | -9 | 7 | 0.5 | -9
19 | CC(C)(C)NC(=O)C(=O)N/N=C/c1ccc(Br)cc1 | 7 | / | 3 | -1 | / | 0 | 1 | -0.2 | -17[20 µM]
20 | CCN(CC)CC(=O)NC12CC3CC(CC(C3)C1)C2 | 7 | 1.6 | 2 | 1 | -8 | -14 | 3 | 1.1 | -8[20 µM]
21 | C(=N\N1CCOCC1)/c1nc(-c2ccccc2)n2ccccc12 | 11 | -0.24 | 3 | 2 | 14 | -12 | 14 | 1.1 | -12
22 | O=C(NCC1COc2ccccc2O1)c1ccco1 (stereo unspecified) | 0 | / | -4 | 16 | 8 | 7 | 16 | 0.1 | -3
23 | CCOC(=O)c1c(CSC(=N)N)n(-c2ccccc2)c2cc(Br)c(OC(C)=O)cc12 | 3 | -0.0034 | -1 | -3 | 20 | -42 | 1 | -1.5 | -18
24 | COc1ccc(N2Cc3ccccc3/C2=N\C(=O)Nc2ccccc2)cc1 | 13 | -0.22 | -1 | 1 | -2 | -4 | 0 | 0.9 | -15
25 | O=C(Cn1nnc(-c2cccs2)n1)Nc1ccccc1C(F)(F)F | -2 | 0.42 | 2 | 0 | 2 | -29 | -5 | 0.2 | -28
26 | OCCSc1nnc(Nc2ccccc2)s1 | -14 | / | 6 | 2 | 10 | 17 | -10 | 0.9 | -20
27 | Cc1cccc(C)c1N1CCN(C(=O)N2CCCCC2)CC1 | 4 | / | -3 | -1 | -5 | 12 | 4 | -0.1 | -31
28 | COc1cc(CN2CCN(c3ccccc3C)CC2)cc([N+](=O)[O-])c1O | 10 | 0.068 | 17 | -2 | 26 | 23 | -4 | 0.0 | 0
29 | COc1ccc(-n2c(C)cc(C(=O)COC(=O)c3cc(OC)c(OC)cc3NC(=O)c3cccs3)c2C)cc1 | 11 | -0.52 | 3 | -15 | 4 | -111 | -10 | 0.7 | -9
30 | CCc1ccc(S(=O)(=O)NC(CC(=O)O)c2ccccc2)cc1 (stereo unspecified) | -2 | / | -7 | -8 | -1 | 16 | 8 | 2.0 | -9

# Following part.
cpd	Molecule	FXIIa inh 1536	Cl transport mod	FXIa inh	Thrombin inh	Rad51 HR inh
31	N#Cc1nc(-c2ccccc2)oc1N1CCCCC1	11	-0.83	0	-3	3
32	C=CCN=C1CCCc2c1[nH]c1ccc(C)cc21	7	0.16	-1	-2	15
33	CCCC(=O)N=c1sc2c(OC)ccc(OC)c2n1C	5	-0.43	-5	1	9
34	Cc1cc(C)c2nc3s/c(=C/c4ccccc4)c(=O)n3c2c1	12	1.2	5	-4	-1
35	OC(CNCc1ccccc1)c1ccccc1 (stereo unspecified)	9	/	4	-3	20
36	Cc1cccc(C2c3[nH]c4ccccc4c3CCN2Cc2cccn2-c2ncccn2)c1 (stereo unspecified)	8	0.28	3	-5	-6
37	CC1(C)CC(=O)C2=C(C1)N(CCN1CCOCC1)C1=C(C(=O)CC(C)(C)C1)C2c1ccc(Cl)cc1	5	-0.83	3	-4	7
38	CSc1ccc(S(=O)(=O)N(C)Cc2ccccc2)cc1	1	-2.2	-3	3	27
39	COC(=O)c1ccc(CNC(=O)c2coc3ccccc3c2=O)cc1	-2	0.0076	-3	11	1
40	CCCn1nnnc1NC(=O)c1cc(Br)ccc1OC	9	-1.2	1	3	/
41	Cc1ccc(C2c3c(oc4cc(C)c(C)cc4c3=O)C(=O)N2CCCN2CCOCC2)cc1 (stereo unspecified)	/	0.66	/	/	-1
42	O=C(Cc1cccs1)N1CCN(S(=O)(=O)c2ccc(F)cc2)CC1	0	-0.8	-15	1	1
43	COc1ccc(OC)c(NC(=O)Nc2cccc3ccccc23)c1	7	/	9	0	-4
44	NCCCCCc1nnc(SCc2ccc(Cl)c(Cl)c2)o1	11	0.47	4	2	0
45	O=C(NCCCn1ccnc1)/C(=C\c1cccnc1)NC(=O)c1ccccc1Br	5	1.2	4	-4	-7
46	COc1ccc(-c2ccnc(SCC(=O)N3CCN(c4ccccc4)CC3)n2)cc1	12	-0.026	3	3	17
47	O=S(=O)(c1cc(Cl)ccc1Br)N1CCCCC1	0	/	-12	-6	3
48	CCOC(CNC(=O)Cc1c(C)nc2c(-c3ccccc3)c(C)nn2c1C)OCC	4	-0.46	-8	-9	/

cpd	Calpain2 inh	KLK5 inh	PERK inh	Furin inh
31	-230	0	-0.1	-42
32	-287	4	0.2	-16
33	-14	5	0.6	-11
34	0	-7	0.6	-2[20 µM]
35	3	0	0.3	-8
36	-89	-7	0.9	-18
37	-313	0	-0.2	-13
38	16	-7	1.8	-13
39	-1	-5	0.6	-16
40	-16	/	2.2	-27
41	/	/	-0.9	-12
42	-19	-18	0.9	-35
43	-24	-5	-0.6	-23[20 µM]
44	3	0	0.1	-6[20 µM]
45	3	-9	1.1	-26
46	-19	1	1.8	-22
47	43	-2	0.5	-25[20 µM]
48	-9	/	0.6	-16

# High-throughput results deposited in PubChem BioAssay by several laboratories.
